FEN1 inhibitor: qHTS Assay for the Inhibitors of Human Flap endonuclease 1 (FEN1); AID 588795, 2011; Recombinant FEN1 flap cleavage, fluorescence, 15 min; Potency, µM (series often up to 114 µM), inactives show top-dose activity change, negative = inhibition, usual class: inhibitors; P39748; 390,000 compounds, 0.35% hits; note: nearly all actives have a fitted effect of over 65% in size
Target sequence (P39748 whole entry, looked up): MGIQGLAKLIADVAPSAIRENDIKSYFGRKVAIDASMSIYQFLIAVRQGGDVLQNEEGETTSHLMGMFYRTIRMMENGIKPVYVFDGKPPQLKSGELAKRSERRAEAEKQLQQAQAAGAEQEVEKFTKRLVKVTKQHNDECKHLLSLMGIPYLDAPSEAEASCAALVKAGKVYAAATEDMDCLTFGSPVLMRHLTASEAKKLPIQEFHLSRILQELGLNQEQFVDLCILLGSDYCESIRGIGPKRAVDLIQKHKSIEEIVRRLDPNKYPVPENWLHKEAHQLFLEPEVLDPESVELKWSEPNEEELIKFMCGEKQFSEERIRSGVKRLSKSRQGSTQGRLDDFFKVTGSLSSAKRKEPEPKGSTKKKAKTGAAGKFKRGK
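Enzyme 10 nM, 15 min RT preincubation with compound; start with substrate 50 nM final; reads at 0 and 15 min; qHTS titration, four-parameter Hill fit.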
N370S GC: qHTS Assay for Inhibitors and Activators of N370S glucocerebrosidase as a Potential Chaperone Treatment of Gaucher Disease; N370S GC spleen homogenate, 4MU-glucoside fluorescence; AID 2101, 2009; 330,000 compounds, 0.092% hits; Potency, µM (titrated, usually from 59.4 µM), without a hit: at the top dose activity change, negative = inhibition, usual class: inhibitors; Lysosomal acid glucosylceramidase (Homo sapiens), P04062;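 note: 0% = full enzyme activity and -100% = no enzyme basal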
KAT2A inh: qHTS Assay for Inhibitors of GCN5L2. AID 504327, 2011. Potency, µM (highest dose often 58.9 µM), for inactives: at the highest dose activity change, negative = inhibition, actives largely listed as inhibitors. 390,000 compounds, 0.21% hits. GCN5L2 HAT assay, ThioGlo1 CoA-SH fluorescence
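qHTS, 1536-well. 20nM enzyme, pH 7.5 HEPES/EDTA/Tween-20 buffer; 15 min compound preinc., RT. Start: 75uM H3(1-25), 70uM AcCoA, 50uM ThioGlo1. Read Ex340/Em540 at t=0 (autofluorescence flag) and t=20 min.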
* = called active by the depositor; ? = inconclusive; / = not tested or not shown; & = joins results of further samples. Calls come from the whole dose curve; as a rule, active = well fitted curve in the direction sought with a large enough effect; inconclusive = small, poorly fitted or top-dose-only effect, or another doubt; inactive = no such curve, though single readings can be large; an effect the other way counts as inactive or inconclusive. Unless noted, % is set by controls: 0 for no effect and ±100 for the full control effect; potency is the fitted concentration of half-maximal effect.

SMILES	FEN1 inhibitor	N370S GC	KAT2A inh
COC(=O)[C@@H]1CC[C@H](C)[C@@H](c2ccc(C)cc2)N1C(=O)c1ccc(/C=N/OC[C@@H](O)COCc2ccco2)cc1	/	-5%	-5%
O=c1c(Cl)c(Cl)cnn1Cc1ccccc1Cl	-2%	9%	-16%
Cc1ncc(COC(=O)C(C)C)c2cc(C(=O)Nc3ccccc3C(F)(F)F)c(=O)oc12	15%	/	6%
Cc1c(Br)c([N+](=O)[O-])nn1CC(=O)Nc1sc2c(c1C(=O)OC(C)C)CCCC2	12%	20%	1%
COC(=O)c1cc2c(cc1NC(=O)c1cnn(-c3ccc(C)cc3)c1-n1cccc1)OCO2	16%	/	3%
Cn1cnc([N+](=O)[O-])c1NC(C)(C)C	3%	-9%	-17%
CCN1C(=O)CCCc2ccccc21	7%	8%	-14%
CC(C)(C)CC(=O)O/N=C(\N)c1ccncc1	6%	7%	-5%
CCSc1nnc(-c2ccc(Cl)cc2Cl)o1	-2%	24%	-5%
COc1cc2ccccc2cc1C(=O)NC1CCCCC1	12%	/	-6%
COc1cccc(N/C=C/C(=O)c2ccc(Cl)cc2)c1	2%	4%	-5%
COc1ccc(C)cc1NC(=O)CN(C)S(=O)(=O)c1ccc2c(c1)CC(C)N2C(C)=O (stereo not drawn)	-29%	-11%	-8%
N#Cc1ccccc1N1CCN(C(=O)c2ccc(NC(=O)c3ccc(Br)o3)cc2)CC1	-7%	-11%	?
COC(=O)[C@@]1(Cc2ccc(F)cc2)[C@H]2c3cc(C(=O)N(C)C)n(Cc4nc5ccccc5[nH]4)c3C[C@H]2CN1C(=O)c1ccccc1	-12%	6%&-7%	-6%
COc1ccc(NCc2cccnc2)cc1	16%	-3%	-1%
C[C@H]1CN([C@@H](C)CO)C(=O)c2cccc(NC(=O)C3CC3)c2O[C@H]1CN(C)C(=O)Nc1ccc2c(c1)OCO2	8%	/	-4%
Cc1cc(C)cc(C(=O)N(Cc2ccco2)c2c(N)n(Cc3ccccc3)c(=O)[nH]c2=O)c1	-13%	/	0%
O=C(NCC1CCN(Cc2ccc(F)cc2)CC1)Nc1cc(F)ccc1F	-13%	-3%	1%
CN(Cc1ccc(-n2cccn2)cc1)Cc1nc(-c2cnccn2)no1	-4%	9%	-4%
COc1ccc(OC)c(S(=O)(=O)NCCOC23CC4CC(CC(C4)C2)C3)c1	-19%	?	-7%
COc1ccc(-n2c(-c3ccc(C)cc3)cc3c2CC(C)(C)CC3=O)c(OC)c1	-24%	/	-9%
COc1ccc(N(CC(=O)Nc2cccc3ccccc23)S(C)(=O)=O)c(OC)c1	1%	-1%	-4%
Cc1ccc(NS(=O)(=O)c2ccc(C(=O)OCC(=O)N3CCCCC3)cc2)cc1	19%	/	0%
Cc1csc(=O)n1CC(=O)OCC(=O)NCc1ccccc1	1%	-1%	1%
COc1ccc(N2CCN(CC(O)COC(c3ccc(F)cc3)c3ccc(F)cc3)CC2)cc1 (stereo not drawn)	0%	-9%	-4%
Cc1c(NC(=O)C2CC(c3ccc(F)cc3)=NO2)c(=O)n(-c2ccccc2)n1C (stereo not drawn)	1%	-2%	-5%
COCCCn1c(SCC(=O)NC2CCCC2)nnc1-c1ccncc1	7%	-3%	-4%
CN1CCN(S(=O)(=O)c2ccc(C(=O)Nc3ccccc3)cc2)CC1	-3%	-9%	-4%
CCOCCCNC(=O)c1ccc(OC)cc1	1%	-3%	-1%
O=C(O)c1ccc(CSc2nnc(-c3ccncc3)n2CC2CCCO2)cc1 (stereo not drawn)	-7%	1%	3%

No new results follow: an excerpt of the list.
SMILES	FEN1 inhibitor	N370S GC	KAT2A inh
Cc1cc(C)cc(C(=O)N(Cc2ccco2)c2c(N)n(Cc3ccccc3)c(=O)[nH]c2=O)c1	-13%	/	0%
O=C(NCC1CCN(Cc2ccc(F)cc2)CC1)Nc1cc(F)ccc1F	-13%	-3%	1%

Carrying on:
SMILES	FEN1 inhibitor	N370S GC	KAT2A inh
O=C(c1cc2nc(-c3cccs3)cc(C(F)(F)Cl)n2n1)N1CCCc2ccccc21	8%	7%	1%
Cc1ccc(Oc2nc3ccccc3n3c(C)nnc23)cc1	7%	1%	-24%
Cc1noc(C)c1C(=O)OCC(=O)C12CC3CC(CC(C3)C1)C2	-1%	4%	-9%
c1ccc(CCN2CN=C(Nc3nc4ccccc4s3)NC2)cc1	3%	7%	-6%
COc1cc(OC)c(NC(=O)CSc2cc(=O)n(C)c3ccc(Cl)cc23)cc1Cl	-8%	/	1%
Fc1ccccc1OCc1nc(-c2ccc(-n3cccc3)cc2)no1	-8%	/	-6%
COc1cc(C(=O)NCc2nnc(SCC(=O)N3CCC(C)CC3)o2)cc(OC)c1OC	-6%	3%	-3%
C[C@@H](Cc1ccccc1)Nc1ncnc2c1ncn2[C@@H]1O[C@H](CO)[C@@H](O)[C@H]1O	/	18%	5%
CC(=O)c1ccc(C(=O)N2CCCC(C(=O)c3cc(F)ccc3F)C2)s1 (stereo not drawn)	16%	1%	?
Cc1ccc(SC[C@H](Cc2ccccc2)N2CC[C@@H](NC(=O)OCc3ccccc3)CCC2=O)cc1	7%	-1%	-10%
CCOc1ncccc1C(=O)OCC(=O)NC1CCCCC1	21%	/	-8%
CCOC(=O)c1ccccc1NC(=O)N(Cc1ccc(C)cc1)Cc1cccn1-c1nnc(N2CCCC2=O)s1	11%	/	1%
COc1cc(CNCc2cccnc2)ccc1OCC(=O)NC1CCCCC1	-1%	2%	-7%
CCCNC(=O)C(Cc1ccc(I)cc1)NC(=O)c1ccc(C#N)cc1 (stereo not drawn)	-4%	/	-3%
CCC(C)(C)NC(=O)C(c1ccc(F)cc1)N(Cc1ccco1)C(=O)c1cnccn1 (stereo not drawn)	24%	-6%	-19%
O=C(NCCN1CCCCC1)Nc1ccc(F)cc1F	-7%	-1%	-1%
Cc1ccc(C)c(OCC(=O)NCC(C)C)c1C	-4%	-8%	-3%
COc1ccc(C(=O)Oc2ccc(N(C)S(=O)(=O)c3ccccc3)cc2)cc1[N+](=O)[O-]	-18%	0%	-8%
CCOC(=O)c1cnc2c(Cl)cc(Cl)cc2c1Nc1cc(C(=O)O)ccc1C	0%	/	-10%
CC1CCC2C(=O)N(c3ccc(C(=O)NCc4ccccc4)cc3)C(=O)C2C1 (stereo not drawn)	-2%	-17%	1%
O=C(O)CCCC(=O)Nc1ccc(N=Nc2ccccc2)cc1	21%	-18%	-8%
CC(=O)c1ccccc1NC(=O)Cn1c(=O)cnc2ccccc21	4%	0%	-3%
O=C(c1ccc(CNS(=O)(=O)c2ccc(Br)cc2)cc1)N1CCCC1	17%	0%	-9%
Cc1ccc(Cn2c3ccccc3c3cnn(CC(=O)Nc4cc(Cl)ccc4C)c(=O)c32)cc1	13%	/	-5%
CC(C)NC(=O)CSc1nnc(-c2ccc3ncccc3c2)n1C	2%	6%	-7%
CC(C)N(Cc1nnc(-c2ccc(Cl)cc2)o1)C(=O)C1=COCCO1	13%	3%	-10%
O=C(NCc1ccc(Cl)cc1)C(=O)Nc1cccc(Br)c1	17%	/	1%

In the list so far, 20 contain sulfur.
SMILES	FEN1 inhibitor	N370S GC	KAT2A inh
Cc1c(Br)c([N+](=O)[O-])nn1CC(=O)Nc1sc2c(c1C(=O)OC(C)C)CCCC2	12%	20%	1%
CCSc1nnc(-c2ccc(Cl)cc2Cl)o1	-2%	24%	-5%
COc1ccc(C)cc1NC(=O)CN(C)S(=O)(=O)c1ccc2c(c1)CC(C)N2C(C)=O (stereo not drawn)	-29%	-11%	-8%
COc1ccc(OC)c(S(=O)(=O)NCCOC23CC4CC(CC(C4)C2)C3)c1	-19%	?	-7%
COc1ccc(N(CC(=O)Nc2cccc3ccccc23)S(C)(=O)=O)c(OC)c1	1%	-1%	-4%
Cc1ccc(NS(=O)(=O)c2ccc(C(=O)OCC(=O)N3CCCCC3)cc2)cc1	19%	/	0%
Cc1csc(=O)n1CC(=O)OCC(=O)NCc1ccccc1	1%	-1%	1%
COCCCn1c(SCC(=O)NC2CCCC2)nnc1-c1ccncc1	7%	-3%	-4%
CN1CCN(S(=O)(=O)c2ccc(C(=O)Nc3ccccc3)cc2)CC1	-3%	-9%	-4%
O=C(O)c1ccc(CSc2nnc(-c3ccncc3)n2CC2CCCO2)cc1 (stereo not drawn)	-7%	1%	3%
O=C(c1cc2nc(-c3cccs3)cc(C(F)(F)Cl)n2n1)N1CCCc2ccccc21	8%	7%	1%
c1ccc(CCN2CN=C(Nc3nc4ccccc4s3)NC2)cc1	3%	7%	-6%
COc1cc(OC)c(NC(=O)CSc2cc(=O)n(C)c3ccc(Cl)cc23)cc1Cl	-8%	/	1%
COc1cc(C(=O)NCc2nnc(SCC(=O)N3CCC(C)CC3)o2)cc(OC)c1OC	-6%	3%	-3%
CC(=O)c1ccc(C(=O)N2CCCC(C(=O)c3cc(F)ccc3F)C2)s1 (stereo not drawn)	16%	1%	?
Cc1ccc(SC[C@H](Cc2ccccc2)N2CC[C@@H](NC(=O)OCc3ccccc3)CCC2=O)cc1	7%	-1%	-10%
CCOC(=O)c1ccccc1NC(=O)N(Cc1ccc(C)cc1)Cc1cccn1-c1nnc(N2CCCC2=O)s1	11%	/	1%
COc1ccc(C(=O)Oc2ccc(N(C)S(=O)(=O)c3ccccc3)cc2)cc1[N+](=O)[O-]	-18%	0%	-8%
O=C(c1ccc(CNS(=O)(=O)c2ccc(Br)cc2)cc1)N1CCCC1	17%	0%	-9%
CC(C)NC(=O)CSc1nnc(-c2ccc3ncccc3c2)n1C	2%	6%	-7%

Some of the compounds tested, so the mix of outcomes need not match the whole.
